Compound activity (PubChem BioAssay)
RAD54 branch – inhibitors of human RAD54 branch migration. inhibition, % at 10.4 µM. AID 602329. 360,000 compounds, 0.14% hits. RAD54 Holliday junction branch migration, FAM/BHQ fluorescence. Q92698;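 active = mean normalized replicate activity at least 40 and at least half of replicates scoring 40 or more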;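 note: 0% = median of neutral control wells and 100% = median of positive control wells; inhibitors cause a drop in the FAM fluorescence signal; in these data hits start at about 50%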
Target sequence (Q92698 whole entry, looked up): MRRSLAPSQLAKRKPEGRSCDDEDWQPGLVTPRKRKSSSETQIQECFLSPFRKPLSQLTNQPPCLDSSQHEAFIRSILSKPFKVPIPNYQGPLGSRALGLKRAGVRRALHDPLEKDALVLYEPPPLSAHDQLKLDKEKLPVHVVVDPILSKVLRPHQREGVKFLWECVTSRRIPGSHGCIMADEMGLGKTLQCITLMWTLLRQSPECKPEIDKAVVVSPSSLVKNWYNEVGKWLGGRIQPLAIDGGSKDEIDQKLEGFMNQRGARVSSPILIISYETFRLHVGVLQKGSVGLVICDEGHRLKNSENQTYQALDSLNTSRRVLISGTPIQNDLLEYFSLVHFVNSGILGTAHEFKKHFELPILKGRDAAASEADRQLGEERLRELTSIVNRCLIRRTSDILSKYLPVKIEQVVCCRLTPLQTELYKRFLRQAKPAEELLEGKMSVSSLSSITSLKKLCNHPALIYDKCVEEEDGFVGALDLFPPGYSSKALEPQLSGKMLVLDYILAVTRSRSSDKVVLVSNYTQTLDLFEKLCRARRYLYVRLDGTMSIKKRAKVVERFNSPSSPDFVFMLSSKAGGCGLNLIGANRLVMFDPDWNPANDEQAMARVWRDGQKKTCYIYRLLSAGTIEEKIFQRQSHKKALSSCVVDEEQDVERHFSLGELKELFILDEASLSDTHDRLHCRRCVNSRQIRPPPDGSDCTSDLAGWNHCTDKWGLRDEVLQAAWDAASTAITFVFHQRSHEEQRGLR
esBAF inh – blocks esBAF chromatin remodeling in mouse ES cells | Bmi1-luciferase knock-in reporter, 24 h; 100% = twice the neutral-well signal | reporter increase, % at 12.5 µM | 350,000 compounds, 2% hits | AID 602393; in the data active = activation above about 40%;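 note: 0% = median of the plate's neutral control wells and 100% = double that signal; a rise in the Bmi1 reporter signal indicates esBAF inhibition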
Starred values were filed as active, the others as inactive. Only part of the results is shown; count on the stated rates, not on these rows.

SMILES	RAD54 branch	esBAF inh
CCOc1c(S(=O)(=O)N2CCCC2)ccc(Cl)c1Cl	9	3
CSc1n[nH]c(NC2=CC(=O)CCC2)n1	-5	-3
Cc1cc(C(F)F)n2ncc(C(=O)N3CCc4ccccc4C3)c2n1	6	-2
CC(=O)N1c2c(cc(Br)cc2S(=O)(=O)NCc2ccc3c(c2)OCO3)CC1C (centres undefined)	-3	-8
Cc1ccc(S(=O)(=O)CCc2ccccn2)cc1	-1	7
FC(F)(F)c1cc(-c2ccco2)nc(NCc2ccco2)n1	-15	-8
COc1cccc(-c2nnc(SCCC(=O)O)n2C)c1	-9	-9
O=C(NCCc1ccccc1)C1CCCN(S(=O)(=O)c2cccc3nonc23)C1 (centres undefined)	-10	-3
Cn1cnnc1SCC(=O)Nc1sc2c(c1C(N)=O)CCC2	-5	7
Cc1ccc(C(=O)CSc2nnc(CNc3nc(-c4ccccc4)cs3)n2C)cc1	3	3
O=C(Nc1ccc2c(c1)OCCO2)C1CCN(S(=O)(=O)c2cccs2)CC1	-3	-7
COc1ccc(S(=O)(=O)N2C3CCC2CC(NC(=O)C2CC2)C3)cc1 (centres undefined)	-3	-6
COc1cccc(N2CCN(c3ncnc4c3[nH]c3ccc(F)cc34)CC2C)c1 (centres undefined)	0	-13
Cn1c(SCC(=O)c2ccc(F)cc2)nnc1-c1cnccn1	-1	23
Fc1nc(N2CCCC2)c(F)c(Oc2ccccc2Oc2c(F)c(F)nc(N3CCCC3)c2F)c1F	-8	-6
Cc1cccc(C)c1NC(=O)Cn1cnc2c(=O)n(C)c(=O)n(C)c21	6	4
COc1ccc(-c2noc(CCCC(=O)Nc3ccc(C(N)=O)cc3)n2)cc1	-7	-61
COC(=O)C1CCN(CC(=O)Nc2sc3c(c2C#N)CCC3)CC1	-1	-5
CC(=O)N1N=C(c2ccc3nccnc3c2)CC1c1ccccc1 (centres undefined)	12	1
CN1CCc2c(sc3c2c(=O)n(-c2ccccc2)c2n[nH]c(=S)n32)C1	5	2
CCCN(C(=O)c1ccccc1N)c1c(C)n(C)n(-c2ccccc2)c1=O	-9	0
CC(C(=O)N=c1sc2ccccc2n1C)N1C(=O)C2CC=CCC2C1=O (centres undefined)	4	9
CCCn1c(=N)n(CC(O)COc2cccc(C)c2)c2ccccc21 (centres undefined)	10	-11
CCOC(=O)C(C)Oc1c(Br)cc(C2NC(=O)NC(C)=C2C(C)=O)cc1OCC (centres undefined)	-5	3

In the list so far, these contain an NH in an aromatic ring:
SMILES	RAD54 branch	esBAF inh
CSc1n[nH]c(NC2=CC(=O)CCC2)n1	-5	-3
COc1cccc(N2CCN(c3ncnc4c3[nH]c3ccc(F)cc34)CC2C)c1 (centres undefined)	0	-13
CN1CCc2c(sc3c2c(=O)n(-c2ccccc2)c2n[nH]c(=S)n32)C1	5	2

Remaining list, next part.
SMILES	RAD54 branch	esBAF inh
Cc1ccccc1-c1cc(-c2ccccc2O)on1	-6	24
COc1ccc(CNC(=O)C(C)OC(=O)c2cccn2C)cc1 (centres undefined)	-6	-1
NS(=O)(=O)c1ccc(NC(=O)CSc2nnc(-c3cnccn3)n2-c2ccccc2)cc1	10	-4
CC(=O)Oc1ccc(N(C(C)=O)S(=O)(=O)c2cccs2)c2ccccc12	-4	-6
COCCNC(=O)c1cc2oc3ccccc3c2n1C	8	72*
CCOc1cc(-c2nc3ccccn3c2NCC2CCCO2)ccc1O (centres undefined)	-8	-3
CC(C)Oc1ccc(C(=O)N2CCCC2C(=O)O)cc1 (centres undefined)	4	-3
COc1ccc(NC2=NC(=S)N(c3ccc(C)cc3)C23CCCCC3)cc1	1	-6
COc1ccc(OC(=O)Nc2ccccc2)cc1	-7	14
CCN(CC)C(=O)c1sc(N)c(C(=O)OC(C)C)c1C	-6	4
Cc1ccc(C)c2[nH]c(=O)c(CN(CCN3CCCC3)C(=O)Nc3ccc(F)cc3)cc12	0	-1
C/C(CC(=O)NCc1ccco1)=N\NC(=O)Cc1ccccc1	-7	-6
CN1CCN(S(=O)(=O)c2cccc(C(=O)N(c3ccccn3)C3CCCCC3)c2)CC1	4	-10
Cc1noc(C)c1CSCC(=O)N1CCN(c2ccc(F)cc2)CC1	-4	7
Cc1cc(C)n(S(=O)(=O)/C=C/c2ccccc2)n1	-4	5
COC(=O)C(=Cc1ccc(OCc2ccc([N+](=O)[O-])cc2)c(OC)c1)C(=O)OC	-1	74*
Cc1nc2ccc(N3C(=O)CCC3=O)cc2[nH]1	2	1
Cc1ccc(C2c3sc(=O)[nH]c3SC3C(=O)NC(=O)C32)cc1 (centres undefined)	3	-1
O=C(CCCc1ccccc1)Nc1ccc(Br)cc1F	6	18
N#Cc1cc(N)c(Nc2ccccc2)cc1C#N	5	-16
CNS(=O)(=O)c1cccc(C(=O)Nc2cccnc2)c1	2	1
Cc1ccc(C)c(C(=O)NC2CC(C)(C)NC(C)(C)C2)c1	-13	-6
CCOC(=O)c1c(C)n(OCc2ccccc2)c2ccc3c(no[n+]3[O-])c12	-6	-11
CCn1ccnc1C(O)c1ccc(N(C)C)cc1 (centres undefined)	6	8

3 compounds out of the list, arranged by count of non-hydrogen atoms, ascending.
SMILES	RAD54 branch	esBAF inh
O=C(CCCc1ccccc1)Nc1ccc(Br)cc1F	6	18
Cc1ccc(C)c(C(=O)NC2CC(C)(C)NC(C)(C)C2)c1	-13	-6
CC(=O)N1c2c(cc(Br)cc2S(=O)(=O)NCc2ccc3c(c2)OCO3)CC1C (centres undefined)	-3	-8

Additional entries follow.
SMILES	RAD54 branch	esBAF inh
CN=C1SC(CC(=O)Nc2ccc(N3CCOCC3)cc2)C(=O)N1C (centres undefined)	2	9
O=C(CCC(=O)c1cccs1)Nc1ccc(F)c(F)c1F	3	15
CCn1c2ccccc2c2nnc(SCc3ccc(C(=O)OC)o3)nc21	5	-3
CC(C)(C)C1=C(C#N)C(c2ccc3c(c2)OCO3)C(C#N)=C(N)O1 (centres undefined)	2	-12
COc1cccc(CC(NC(C)=O)C(=O)NC2CCN(c3nnnn3-c3ccccc3)CC2)c1 (centres undefined)	-6	-11
COc1cccc(N2CCN(CC(=O)Nc3nnc(-c4ccccc4)s3)CC2)c1	-8	6
CCOc1ccccc1-n1nnnc1SCC(=O)Nc1cc(C)on1	0	1
C=CCOc1cccn2c(N(C)C(=O)c3ccccc3F)c(CC)nc12	2	9
COc1cccc(/C=N/NC(=O)CC2C(=O)NN=C2C)c1O (centres undefined)	5	-8
Cc1c(C(=O)N2CCN(C)CC2)oc2ccc(S(=O)(=O)N3CCOCC3)cc12	18	-3
C#CC[N+](CC)(CC)CC#Cc1cccc(Cl)c1	4	-21
Cc1c(NC(=S)N/N=C/c2ccc(O)cc2)c(=O)n(-c2ccccc2)n1C	6	3

2 of the compounds above, field by field.
Molecule: Cc1ccc(C2c3sc(=O)[nH]c3SC3C(=O)NC(=O)C32)cc1 (centres undefined)
  RAD54 branch: 3; esBAF inh: -1
Molecule: CCOC(=O)c1c(C)n(OCc2ccccc2)c2ccc3c(no[n+]3[O-])c12
  RAD54 branch: -6; esBAF inh: -11

Further compounds follow:
SMILES	RAD54 branch	esBAF inh
COc1ccccc1N=C(C)C1=C(O)CSC1=O	-6	4
O=C(NCCCN1CCCC1=O)c1cccc(N2CCCC2=O)c1	6	-7
COC(=O)c1c(C)[nH]c(C(=O)OCc2ccc(F)cc2)c1C	3	46*
Cc1cc(C(c2ccc(C)o2)c2ccc(C)o2)c(O)c([N+](=O)[O-])c1	-1	3
CCCc1nnc(SCC(=O)Nc2ccc(OCC)cc2)n1N	-6	-2
COc1ncnc2c1cnn2-c1ccccc1	-3	36
Cc1nnc(NC2=NCCC2)o1	-1	-6
C#CCOCCOCCOCCNc1nc(N2CCOCC2)nc(N2CCN(C(=O)[C@H]([C@@H](C)CC)n3cc([C@@H](N)Cc4ccc(O)cc4)nn3)CC2)n1	11	-4
CCOC(=O)C1CCN(CC(=O)Nc2c(C(=O)OC)[nH]c3ccc(Cl)cc23)CC1	4	6
COc1ccc2ccccc2c1CN1CCCC(CO)C1 (centres undefined)	3	-11
COc1ccc(-c2nsc(SCC(=O)Nc3cc(C)on3)n2)cc1	-12	-22
CCc1cc(/C(Cc2cscn2)=N\O)c(O)cc1O	3	4
NC(=O)C1CCN(C2=C(Cl)C(=O)c3ccccc3C2=O)CC1	2	0
Fc1c(F)c(C(F)(F)F)c(F)c(F)c1N/N=C\c1cccs1	1	6
O=C(COC(=O)c1ccc(Br)c(S(=O)(=O)N2CCOCC2)c1)NCC1CCCO1 (centres undefined)	-1	-12
CCN(CC)CCOC(=O)c1cccc(Cl)c1	-6	-5
Cc1ccccc1C(=O)NCc1nnc(SCC(=O)N2CCN(c3ccccc3)CC2)n1C	13	-4
Brc1c(CSc2nncn2-c2ccccc2)nc2ncccn12	-3	1
CC1(C)OC(c2ccccc2)=C/C(=C/C=Nc2ccccc2)O1	-4	-2
Cc1ccc(S(=O)(=O)c2c(C)nn(C(C)(C)C)c2OC(=O)c2ccco2)cc1	-5	14
O=C(c1c(F)c(F)c(F)c(F)c1F)N(Cc1ccccc1)Cc1ccccc1	-6	-10
O=C(CCSc1nnc(-c2ccncc2)o1)Nc1ccccc1	13	0
COc1ccc(-c2coc3c(C)c4oc(=O)c(CCC(=O)O)c(C)c4cc23)cc1	2	-3
CCCCCC(=O)Nc1cccc(C2=NOC3(C2)C[C@H](C(N)=O)N(C(=O)CC)C3)c1 (some centres undefined)	-7	-5
Cc1cc(N)c(-n2cc3c(=O)n(C)c(=O)n(C)c3c2)cc1C	8	38
COc1ccc(Cn2nnnc2C(C(C)C)N2CCN(c3ccccc3OC)CC2)cc1 (centres undefined)	-9	-5
O=C(CSCc1ccccc1)N1CCN(Cc2ccc3c(c2)OCO3)CC1	3	12
CC(=O)Nc1ccc(S(=O)(=O)N(C)CCOCc2ccccc2)cc1	-2	-13
O=C1CC(Nc2ccccc2)C(=O)N1Cc1ccccc1 (centres undefined)	4	13
CCOC(=O)c1cnc(N2CCOCC2)[nH]c1=O	3	3
CC(C)(C)NS(=O)(=O)c1ccc(CCC(=O)N2CCCCC2)cc1	-1	-4
Cc1cccc(NCC(O)Cn2cnc3c2c(=O)n(C)c(=O)n3C)c1 (centres undefined)	-11	6
C=C(C)Cn1c(=O)c2c(nc3n2CCN3c2cccc(Cl)c2C)n(C)c1=O	-1	1
CCCS(=O)(=O)NC(=O)C1(C)CCCN(C(=O)c2ccccc2OC(F)(F)F)C1 (centres undefined)	6	-5
O=c1cc(-c2ccccc2)nc(N2CCN(Cc3ccc4c(c3)OCO4)CC2)[nH]1	-3	4
O=C(CNC(=O)c1ccco1)Nc1ccc(S(=O)(=O)N2CCCC2)cc1	-7	-16
Cc1ccccc1NC(=O)C1CCN(c2cnccn2)CC1	-6	0
O=C1CC(c2ccncc2)c2cc3c(cc2N1)OCCO3 (centres undefined)	1	1
COC(=O)c1ccccc1NC(=O)C1CC(=O)N(C2CCCCC2)C1 (centres undefined)	-5	9
Cc1ccccc1C(=O)Nc1cccc(C#N)c1	1	11
Cc1cc(NC(=O)CN2CC(C)OC(C)C2)n(-c2nc3ccccc3s2)n1 (centres undefined)	3	-4
CCOC(=O)CC1(CC(=O)OCC)NC(=O)c2c(C)sc(C(=O)OCC)c2N1	0	-10
CCC(=O)NC(c1cccc([N+](=O)[O-])c1)c1c(OC(C)=O)ccc2ccccc12 (centres undefined)	-9	1
O=C(Nc1ccc(NC(=O)c2cccs2)cc1)c1ccco1	-2	48*
Cc1c(-c2ccccc2)sc(N)c1C(=O)N1CCOCC1	-4	-4
COC(=O)CN(n1cnnc1)S(=O)(=O)c1ccccc1	0	-7
Cn1c(NC(=O)c2ccc(Cl)s2)cc(=O)n(C)c1=O	-5	1
Cn1cnc([N+](=O)[O-])c1Sc1ccccc1	2	-3
CCOc1ccc(CCNC(=O)COC(=O)c2ccco2)cc1OCC	-1	-5
Cc1ccc(NS(=O)(=O)c2ccccc2Cl)c2c1CC(C)(C)O2	-4	10
Cc1c(=O)n(OCc2ccccc2)c2ccccc2[n+]1[O-]	-7	-3
CCCCc1c(C)c(C#N)c2[nH]c3ccccc3n2c1=O	-4	-10
COCCNC(=O)Cn1nc(C(F)(F)F)c(Cl)c1C	12	2
CCCS(=O)(=O)N1CCCC(C(=O)NCc2ccc3c(c2)OCO3)C1 (centres undefined)	-3	-7
COC(=O)c1ccccc1N1C(=O)C2C(C1=O)C1C=CC2C12CC2 (centres undefined)	0	-5
CCn1c(C)cc(/C=C2\NC(=O)N(CC(=O)Nc3cccc(C)c3)C2=O)c1C	-7	2
COC(=O)c1c(NC(NC(=O)C(C)(C)C)C(Cl)(Cl)Cl)sc2c1CCC2 (centres undefined)	-7	0
CCc1nc(C(N)=O)c2[nH]c(=O)n(-c3ccc(OC)cc3OC)c2n1	8	-4
Cc1ccccc1S(=O)(=O)Cc1ccc(C(=O)NCCCOC(C)C)o1	-3	-12
COc1ccccc1NC(=O)c1cc2ccc(O)cc2o/c1=N\O	2	26
